Screens (PubChem)
GlmU inhibition: inhibition of mycobacterial GlmU enzyme – biochemical, glucosamine-1-phosphate acetyltransferase (AID 1376); M. tuberculosis GlmU acetyltransferase enzyme assay; higher % means a stronger effect; Bifunctional protein GlmU (Mycobacterium tuberculosis (strain ATCC 25618 / H37Rv)); 220,000 compounds, 0.25% hits; one-dose inhibition, %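 (tested at 30 µM in the primary screen)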; IC50 in µM for titrated hits; in the data active = inhibition above about 13%;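 also: 0% = complete reaction with vehicle and 100% = reaction without substrate; strong numbers were not always called active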
RmlCD inh 1536: M. tuberculosis RmlC/RmlD coupled enzyme inhibitors, primary screen, biochemical, compound mixtures, 384-well, from 1536-well plates; dTDP-4-dehydrorhamnose reductase (Mycobacterium tuberculosis (strain ATCC 25618 / H37Rv)) …; RmlC+RmlD coupled enzyme assay, percent inhibition; primary screen in compound mixtures; inhibition, % at 3.6 µM; 160,000 compounds, 0.03% hits; AID 1533, 2009; in the data active = inhibition mostly above about 34%, no sharp cut-off; also: some results filed as inactive read as strong as hits
Target sequence (P9WH09 whole entry, looked up): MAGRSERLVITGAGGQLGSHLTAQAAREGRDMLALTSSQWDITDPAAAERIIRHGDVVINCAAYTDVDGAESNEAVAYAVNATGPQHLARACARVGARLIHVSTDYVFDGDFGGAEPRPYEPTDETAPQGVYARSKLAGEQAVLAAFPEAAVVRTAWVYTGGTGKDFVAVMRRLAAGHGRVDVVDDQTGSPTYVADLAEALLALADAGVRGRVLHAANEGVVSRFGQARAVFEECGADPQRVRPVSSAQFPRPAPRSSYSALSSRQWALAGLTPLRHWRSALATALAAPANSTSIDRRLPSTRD
Target sequence (P9WH11 whole entry, looked up): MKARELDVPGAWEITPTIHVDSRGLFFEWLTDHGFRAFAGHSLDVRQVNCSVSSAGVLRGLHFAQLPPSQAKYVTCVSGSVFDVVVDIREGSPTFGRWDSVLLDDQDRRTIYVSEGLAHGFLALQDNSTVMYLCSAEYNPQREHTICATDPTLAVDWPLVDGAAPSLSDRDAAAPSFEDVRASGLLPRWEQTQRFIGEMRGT
* marks the source's active call; other numbers are inactive results; . = no result given. These rows are one share of the data, so the mix of outcomes need not match the whole.

SMILES | GlmU inhibition | RmlCD inh 1536
CCCN1C(=O)/C(=C/c2nc3ccccc3c(=O)[nH]2)c2cc(C)ccc21 | 7.2% | -8
Cc1cc(C)n2nc(SC3CCCCN(C(=O)c4ccc(F)cc4)C3=O)nc2n1 (stereo unspecified) | -2.9% | .
Cc1cccc(C)c1OCC(=O)Nn1c(C)nc2ccccc2c1=O | -1.4% | -8
Cc1nn(Cc2ccccc2)c(C)c1NC(=O)c1cc(-c2ccc3c(c2)OCO3)on1 | 1.9% | .
CCOC(=O)c1cnn(-c2cc(Oc3cccc(C)c3)ncn2)c1N | -2.9% | 6
Cc1cccc(NC(=O)NCC(c2ccco2)N2CCCCC2)c1 (stereo unspecified) | 0.2% | .
O=C(NCc1cccs1)C1CC(=O)N(c2ccc(F)cc2)C1 (stereo unspecified) | 1.9% | 19
CCOC(=O)C1C(c2ccc(O)c(OC)c2)NC(=S)NC1(O)C(F)(F)F (stereo unspecified) | 2.2% | 9
CC(C)c1ccc(-c2nnn(CCC#N)n2)cc1 | -1.0% | .
CCN(CC)S(=O)(=O)c1ccc(NC(=O)Cc2cccs2)cc1 | -1.4% | 6
O=C(N/C(=C/C=C\c1ccccc1)C(=O)N1CCOCC1)c1ccc(Br)cc1 | 0.8% | 1
CSc1n[nH]c(=O)n1C1CCCCC1 | -5.3% | -10
Cc1cc(NC(=O)CSc2ccc(-c3cccc([N+](=O)[O-])c3)nn2)no1 | 1.8% | -10
CCOCc1cc(C2NC(=O)NC(C)=C2C(=O)OCC)ccc1OC (stereo unspecified) | 7.9% | 53
O=C(CCc1ccccc1)Nc1nc2n(n1)C(c1ccc(Cl)cc1)CC(=O)N2 (stereo unspecified) | 4.6% | -2
CN(c1ccccc1)S(=O)(=O)c1cc(Cl)ccc1Cl | -0.8% | 4
COc1ccc(-c2nn(C)c(=O)c3ccccc23)cc1NC(=O)Cn1nc(-c2ccccc2)c2ccccc2c1=O | -0.9% | .
Cn1ncc([N+](=O)[O-])c1C(=O)Nc1ccc(-c2nc3ccccc3[nH]2)cc1 | 2.4% | .
O=[N+]([O-])c1nn(-c2ccc(Cl)cc2)n(O)c1=NCc1ccccc1 | -0.1% | 1
N#Cc1ccc(CSc2nnc(NC(=O)C3CC(=O)N(c4ccc5c(c4)OCCO5)C3)s2)cc1 (stereo unspecified) | 1.2% | .
COc1cccc(CNC(=S)NC2CC2)c1 | -6.8% | .
CN(C)S(=O)(=O)Oc1cccc(C(=O)Nc2ccccc2Cl)c1 | -3.4% | 12
O=c1[nH]c(/C(=N\O)c2ccccc2)no1 | -0.7% | -5
CCCN(CC1CC1)C(=O)CSc1nnc(-c2cc(-c3cccs3)nc3ccccc23)o1 | -8.2% | 53
O=[N+]([O-])c1cc(S(=O)(=O)N2CCCC2)ccc1N/N=C/c1cccnc1 | -1.1% | .

Next section; the last three above are carried over.
SMILES | GlmU inhibition | RmlCD inh 1536
O=c1[nH]c(/C(=N\O)c2ccccc2)no1 | -0.7% | -5
CCCN(CC1CC1)C(=O)CSc1nnc(-c2cc(-c3cccs3)nc3ccccc23)o1 | -8.2% | 53
O=[N+]([O-])c1cc(S(=O)(=O)N2CCCC2)ccc1N/N=C/c1cccnc1 | -1.1% | .
Cc1cc(Cl)ccc1OCC(=O)OCC(=O)Nc1ccc(F)c([N+](=O)[O-])c1 | 4.6% | .
COC(=O)c1ccccc1NC(=O)C1CCC(=O)N1S(=O)(=O)c1ccc(C)cc1 (stereo unspecified) | 6.5% | 8
Cc1cc(Cl)ccc1OCCCC(=O)NCc1ccccn1 | 0.3% | 7
O=c1[nH]c(CN2CC=C(c3ccccc3)CC2)nc2cc(C(F)(F)F)ccc12 | 2.3% | .
CCn1c(COc2ccccc2C)nc2ccccc21 | -4.3% | .
O=C(CSc1nnc(NC(=O)c2ccc(S(=O)(=O)N3CCOCC3)cc2)s1)Nc1ccccc1C(F)(F)F | -0.2% | 3
Cc1nn(-c2ccccc2)c(N2CCCC2)c1/C=N/NC(=S)Nc1ccccc1C(F)(F)F | -3.1% | 0
O=C(Nn1c(-c2ccc(Br)cc2)nc2ccccc2c1=O)c1ccncc1 | 0.1% | 5
Cc1c(C(=O)C(=O)NCCCn2ccnc2)c2ccccc2n1C | 4.3% | .
O=C(NC(=S)N1CCN(c2ccc(Cl)cc2[N+](=O)[O-])CC1)c1ccco1 | -0.9% | -5
O=C(Nc1nccs1)[C@@H]1CCCN1C(=O)c1cccs1 | 1.8% | 9
Cc1cccc(NC(=S)NCc2ccc3[nH]c4c(c3c2)CCCC4)c1 | -11% | .
CCc1ccccc1NC(=O)CSc1nc2n[nH]c(C)c2c(=N)n1-c1cccc(OC)c1 | -0.4% | .
N/C(=N\OS(=O)(=O)c1ccccc1)c1cccnc1 | -3.2% | -6
C=CCn1c(-c2csc3ccccc23)n[nH]c1=S | 5.0% | .
CC1(C)Cc2ccccc2C(N/N=C/c2cccc(F)c2)=N1 | -1.0% | .
NC(Cc1ccccc1)Cc1ccccc1 | -5.1% | 7
CCOc1ccc(C(=O)N2CCN(c3ccccc3)CC2)cc1OCC | -4.7% | .
CNC(=O)c1nc(C)n(-c2cc(Cl)ccc2Cl)n1 | -1.1% | -6
NCCNc1ccc([N+](=O)[O-])c(Sc2nc3ccccc3[nH]2)c1 | -10% | -11
O=C(NCC(=O)N(c1cccnc1)C(C(=O)NC1CCCC1)c1ccccc1)c1ccco1 (stereo unspecified) | 3.1% | 0
O=C1CSC(c2ccccc2F)N1 (stereo unspecified) | -3.8% | -7
Cc1nc2ccccn2c1C(=O)NC1CCCc2ccccc21 (stereo unspecified) | 2.8% | 4
Cn1ncc2c1ncn1nc(COc3ccc4ccccc4c3)nc21 | -5.1% | -11
COc1ccc(C2C3=C(CC(C)(C)CC3=O)Oc3ncn(CCO)c(=N)c32)cc1OC (stereo unspecified) | 3.2% | -5

Following part:
SMILES | GlmU inhibition | RmlCD inh 1536
Cc1ccc(NC(=O)CCC(=O)NNC(=O)/C=C/C(=O)O)c(C)c1 | -3.7% | 4
CC(C)CN(C(=O)CCc1ccccc1)c1c(N)n(CC(C)C)c(=O)[nH]c1=O | -3.4% | .
N#C/C(=C\c1ccc(-c2ccc([N+](=O)[O-])cc2Br)o1)C(=O)N1CCN(c2ccccc2)CC1 | 0.9% | 9
COc1ccc(N=C2S/C(=C\c3ccco3)C(=O)N2CC(C)C)cc1 | -1.2% | .
CCCCN(C)C(=O)c1oc2ccc(S(=O)(=O)N3CCCCCC3)cc2c1C | -5.7% | -7
CCc1cc(CNC(=O)CCc2nnc(CCCc3ccccc3)o2)on1 | 7.7% | 9
COC(=O)c1sccc1NC(=O)c1cc(-c2ccc(C)cc2)nc2ccccc12 | . | 2
Cc1cc(=O)c2ccc(Cl)cc2[nH]1 | -4.2% | .
O=C(CSc1nc2ccccc2s1)Nc1cc(C(=O)O)cc(C(=O)O)c1 | 10% | -2
CCOC(=O)c1ccc(CNCc2ccc(C)cc2)cc1 | -5.9% | .
CCOC(=O)C(=O)Nc1cc(Cl)ccc1C | -3.6% | -10
CC(=O)CC(=O)Nc1ccc(Cl)cn1 | -2.0% | 4
COc1ccc2cc3c(N)nn(C(=O)Cc4ccccc4OC)c3nc2c1 | -6.2% | -7
COC(=O)Cn1c(C)nc2c(sc3nc(C)cc(C)c32)c1=O | 1.2% | -2
CCn1ccnc1CNCc1ccc(OCC(O)CN(C)Cc2ccccc2)cc1 (stereo unspecified) | -1.5% | -4
Cc1onc(-c2ccccc2Cl)c1C(=O)NCc1ccc(N2CCCC2=O)cc1 | 2.5% | 3
C=CC(COCc1ccccc1)N(Cc1ccc(OC)cc1)S(=O)(=O)c1ccccc1Br (stereo unspecified) | -0.3% | .
Cc1ccc(OCC(=O)N/N=C/c2ccncc2)cc1C | -6.6% | 67
CC(NC(=S)NCCN1CCOCC1)C12CC3CC(CC(C3)C1)C2 (stereo unspecified) | 1.8% | -4
O=S(CCc1ccncc1)Cc1ccccc1 (stereo unspecified) | -5.9% | -12
CCn1c2ccccc2c2nnc(SCC(=O)Nc3ccc4c(c3)OCO4)nc21 | 3.0% | -2
C=C(C)c1cccc(C(C)(C)NC(=O)N2CCN(CC(N)=O)CC2)c1 | 0.8% | .
COc1cc(C(=O)NCc2ccc3c(c2)OCO3)ccc1OCc1c(C)noc1C | -2.7% | .
CCN1C/C(=N\S(=O)(=O)/N=C2\CN(CC)C(=O)N2CC)N(CC)C1=O | 2.1% | 20
O=C(NCCO)c1cccc2c1C(=O)c1ccccc1-2 | 2.5% | .

Compound profiles, from the list above:
Record of N#C/C(=C\c1ccc(-c2ccc([N+](=O)[O-])cc2Br)o1)C(=O)N1CCN(c2ccccc2)CC1 : GlmU inhibition: 0.9%; RmlCD inh 1536: 9
Record of COC(=O)c1sccc1NC(=O)c1cc(-c2ccc(C)cc2)nc2ccccc12 : GlmU inhibition: .; RmlCD inh 1536: 2
Record of CCn1c2ccccc2c2nnc(SCC(=O)Nc3ccc4c(c3)OCO4)nc21 : GlmU inhibition: 3.0%; RmlCD inh 1536: -2

Reformatted with two lines to a compound: part of the list above
Values in the order: GlmU inhibition	RmlCD inh 1536
CNC(=O)c1nc(C)n(-c2cc(Cl)ccc2Cl)n1
  -1.1%	-6
NCCNc1ccc([N+](=O)[O-])c(Sc2nc3ccccc3[nH]2)c1
  -10%	-11

New compounds follow.
SMILES | GlmU inhibition | RmlCD inh 1536
Cc1ccc(-c2ccc(=O)n(CC(=O)NCCN(C)C)n2)cc1 | -1.4% | 5
COC(=O)CCNc1n[nH]c(=O)[nH]c1=O | 6.0% | 7
CCCS(=O)(=O)c1c(S(=O)(=O)CCC)c2c3ccccc3ccn2c1C(=O)OC | 0.9% | .
CCOC(=O)CN(C(=O)COc1nc(C)cc(C)c1C#N)c1cccc(Cl)c1 | -1.6% | 2
O=c1[nH]nc(CNc2cccc(C(F)(F)F)c2)c2ccccc12 | -1.7% | -9
CC1CN(Cc2nc3c(c(=O)n(C)c(=O)n3C)n2CCCc2ccccc2)CC(C)O1 (stereo unspecified) | -5.4% | .
CCCCC[n+]1ccn(C2=C([O-])c3ccccc3C(=O)/C2=N\S(=O)(=O)c2ccccc2)c1 | 3.8% | 20
Cc1ccc(-c2nnc(SCc3nc(N)nc(Nc4ccccc4C)n3)n2N)cc1 | . | 0
O=[N+]([O-])c1ccc(N(c2ccccc2)c2ccccc2)cc1 | 3.9% | 11
Cc1cc(C)cc(OCC(=O)Nc2ccc(N3CCN(C(=O)c4ccco4)CC3)cc2)c1 | 5.0% | -6
CCOC(Cn1c(-c2ccc(OC)cc2)nc2ccccc21)OCC | 1.5% | .
Cc1cc(C)n(CC2CC(=O)N(c3ccc(Cl)cc3)C2=O)n1 (stereo unspecified) | 1.6% | 1
O=C(O)c1ccc(N/N=C2/CCCc3ccccc32)cc1 | 1.6% | 7
COc1ccccc1N1CCN(C(=O)c2ccc(Cl)c(S(=O)(=O)N3CCCC3)c2)CC1 | 11% | -12
Cc1cc(NC(=O)c2cc(C)on2)n(-c2ccccc2)n1 | 1.9% | .
Cc1cc(C)c(C#N)c(SCc2ccc(F)cc2)n1 | -1.8% | -15
Cn1cccc1/C=N/NC(=O)C12CC3CC(CC(C3)C1)C2 | -3.1% | 7
CCC(OC(=O)CN1C(=O)C(=O)c2ccccc21)C(=O)Nc1ccc(S(N)(=O)=O)cc1 (stereo unspecified) | 0.2% | 3
CCOc1ccc(/C(O)=C2/C(=O)C(=O)N(CCOCCO)C2c2ccccc2)cc1 (stereo unspecified) | -0.1% | -11
CCOC(=O)N1CCN(CC(=O)Nc2c(C(=O)OC)[nH]c3ccccc23)CC1 | -3.7% | .
COc1cccc(OCc2nnc(SCC(=O)NNC(=O)C3CCCCC3)n2C)c1 | -1.1% | -7
CC(C)(C)C(=O)/C=C(\N)c1ccccn1 | 3.7% | .
Cc1cnc(C)c(N2CCC(C(=O)NCc3cccs3)CC2)n1 | 2.1% | -2
CCN(CC)S(=O)(=O)c1ccc(C(=O)NC(=S)N(CCC#N)Cc2cccnc2)cc1 | 2.7% | -12
O=C(NCc1ccco1)c1ccc(=O)[nH]n1 | 0.7% | -6
CCc1nnc(NC(=O)CSc2nnc(CNc3ccc(OC)cc3)n2C)s1 | -6.0% | -4
Cc1cc(=O)oc2cc(OCc3ccc(C(=O)OCC(=O)Nc4ccc(N(C)C)cc4)cc3)ccc12 | 2.7% | -8
CC1CC(C)CN(C(=S)Nc2ccc3nc4n(c(=O)c3c2)CCCCC4)C1 (stereo unspecified) | 2.8% | 9
O=C1CCCC(=O)C1=C1SCCCS1 | -5.1% | -10
C/C(=N/OC(=O)c1c(-c2ccccc2Cl)noc1C)c1cnccn1 | -0.9% | .
